Screens: PubChem, National Center for Advancing Translational Sciences (NCATS)
G9a inh: qHTS Assay for Inhibitors of Histone Lysine Methyltransferase G9a; Histone-lysine N-methyltransferase EHMT2 (Homo sapiens), Q96KQ7; G9a H3K9 monomethylation, AlphaScreen, 2 h; Potency, µM (series often up to 102 µM), for the others: at the highest dose activity, negative = inhibition, most hits filed as inhibitors; 8.8% of 350,000 active; AID 504332, 2011; note: % is set by controls: 0 for no effect and ±100 for the full control effect; nearly all actives have a fitted effect of over 75% in size
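Using a bead-based AlphaScreen, monomethylated H3K9 product from 2 h room-temperature reactions (G9a 20 nM, peptide 500 nM, SAM 20 uM) was detected with 0.5 ug/mL rabbit anti-H3K9me1 antibody.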
POLI inh: qHTS for Inhibitors of Polymerase Iota. 1% of 390,000 active. Potency, µM (doses to about 115 µM), inactives show top-dose activity, negative = inhibition, hits mostly inhibitors. Pol iota fluorescent replication assay, 10 min
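Pol iota at 10 nM preincubated 15 min with compounds at room temperature; reaction started with fluorescent substrate, 50 nM final. Fluorescence read kinetically at 0 and 10 min; buffer-only wells as negative control.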
JMJD2A Tudor: qHTS Assay for Inhibitors of JMJD2A-Tudor Domain. Potency, µM (titrated, usually from 114 µM), for inactives: at the highest dose activity change, negative = inhibition, actives largely listed as inhibitors. Lysine-specific demethylase 4A (Homo sapiens), O75164. 4.4% of 390,000 active. AID 504339, 2011. AlphaScreen JMJD2A-Tudor / H3K4me3 peptide binding; note: % is set by controls: 0 for no effect and ±100 for the full control effect; nearly all actives have a fitted effect of over 50% in size
Pol eta inh: qHTS for Inhibitors of Polymerase Eta | Potency, µM (highest dose often 114 µM), for the others: top-dose activity change, negative = inhibition, usual class: inhibitors | recombinant Pol eta, fluorescent DNA replication assay | 1.2% of 390,000 active | AID 588591, 2011 | DNA polymerase eta (Homo sapiens), Q9Y253; note: % is set by controls: 0 for no effect and ±100 for the full control effect
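Fluorescent replication assay: 50 nM final substrate added after a 15 min room-temperature compound preincubation with 10 nM enzyme. Signal taken at 0 min and again at 10 min.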
POLB inh: qHTS Assay for Inhibitors of DNA Polymerase Beta | P06746 | AID 485314, 2010 | 1.3% of 340,000 active | Pol beta primer extension/strand displacement, fluorescence kinetic | Potency, µM (doses to about 114 µM), inactives show top-dose activity change, negative = inhibition, actives largely listed as inhibitors; note: % is set by controls: 0 for no effect and ±100 for the full control effect
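Curves were derived by four-parameter Hill fits of normalized qHTS data. The kinetic fluorescent primer-extension read was taken at 0 and 10 min after 50 nM substrate, following a 15 min room-temperature preincubation of 10 nM enzyme with compounds.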
POLK inh: qHTS for Inhibitors of Polymerase Kappa; DNA polymerase kappa (Homo sapiens), Q9UBT6; purified Pol kappa, fluorescent DNA synthesis assay, 10 min; Potency, µM (highest dose often 107 µM), for inactives: top-dose activity, negative = inhibition, actives largely listed as inhibitors; 0.53% of 400,000 active; AID 588579, 2011; note: % is set by controls: 0 for no effect and ±100 for the full control effect
Target sequence (Q9UBT6 whole entry, looked up): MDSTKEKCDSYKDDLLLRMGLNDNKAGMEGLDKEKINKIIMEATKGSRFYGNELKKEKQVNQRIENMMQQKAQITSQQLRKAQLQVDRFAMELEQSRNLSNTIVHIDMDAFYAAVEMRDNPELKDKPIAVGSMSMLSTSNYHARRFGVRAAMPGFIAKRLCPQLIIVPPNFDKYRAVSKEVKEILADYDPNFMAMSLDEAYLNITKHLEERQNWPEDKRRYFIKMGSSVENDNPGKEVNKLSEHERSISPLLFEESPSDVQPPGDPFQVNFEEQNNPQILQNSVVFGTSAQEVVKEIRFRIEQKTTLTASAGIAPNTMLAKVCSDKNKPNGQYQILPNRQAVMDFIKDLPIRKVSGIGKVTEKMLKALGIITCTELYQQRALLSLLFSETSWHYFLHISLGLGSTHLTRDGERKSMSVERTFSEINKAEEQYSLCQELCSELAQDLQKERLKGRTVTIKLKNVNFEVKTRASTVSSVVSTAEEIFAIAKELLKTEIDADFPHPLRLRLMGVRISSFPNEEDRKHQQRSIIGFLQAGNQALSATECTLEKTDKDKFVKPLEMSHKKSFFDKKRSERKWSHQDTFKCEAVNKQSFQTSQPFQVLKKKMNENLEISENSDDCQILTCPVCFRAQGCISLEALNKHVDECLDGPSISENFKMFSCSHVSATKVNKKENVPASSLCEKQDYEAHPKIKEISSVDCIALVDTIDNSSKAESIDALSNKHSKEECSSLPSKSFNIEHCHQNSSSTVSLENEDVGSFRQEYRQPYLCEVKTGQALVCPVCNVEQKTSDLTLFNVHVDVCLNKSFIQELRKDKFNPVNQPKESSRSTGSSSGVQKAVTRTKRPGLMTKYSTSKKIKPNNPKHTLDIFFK
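First, compounds were pin-transferred onto 10 nM Pol kappa. After 15 min at room temperature, substrate was added to 50 nM final. Fluorescence was then measured kinetically at 0 and 10 min.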
BLM helicase inh: qHTS Assay for Inhibitors of Bloom's syndrome helicase (BLM) | 0.2% of 350,000 active | AID 2528, 2010 | RecQ-like DNA helicase BLM (Homo sapiens), P54132 | recombinant BLM DNA unwinding, fluorescence dequenching | Potency, µM (titrated, usually from 56.1 µM), for inactives: top-dose activity change, negative = inhibition, most hits filed as inhibitors;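 note: plate controls were vehicle for no effect and no enzyme for full effect; nearly all actives have a fitted effect of over 35% in size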
BAZ2B block: qHTS Assay for Inhibitors of BAZ2B; 4.4% of 360,000 active; AlphaScreen BAZ2B-H3K14Ac peptide displacement; Bromodomain adjacent to zinc finger domain protein 2B (Homo sapiens), Q9UIF8; Potency, µM (doses to about 114 µM), without a hit: at the top dose activity change, negative = inhibition, most hits filed as inhibitors; note: % is set by controls: 0 for no effect and ±100 for the full control effect; nearly all actives have a fitted effect of over 60% in size
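Protein-peptide AlphaScreen: BAZ2B 50 nM, b-H3K14Ac 50 nM, 1x PBS pH 7.4 + 0.01% Tween-20. Preincubation 30 min RT; cpd 30 min RT (top 110 uM); beads 20 min RT, light-protected.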
APEX1 inh: qHTS Assay for Inhibitors of the Human Apurinic/apyrimidinic Endonuclease 1 (APE1); recombinant APE1, TAMRA/BHQ-2 abasic DNA cleavage fluorescence; Potency, µM (titrated, usually from 65.8 µM), inactives show at the highest dose activity change, negative = inhibition, actives largely listed as inhibitors; 0.35% of 350,000 active;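 note: plate controls were vehicle for no effect and reference inhibitor for full effect; nearly all actives have a fitted effect of over 55% in size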
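Readout is kinetic fluorescence (ex 525, em 598 nm) from cleavage of 50 nM TAMRA/BHQ-2 THF abasic duplex by 0.75 nM APE1, compound added 15 min beforehand at RT.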
Active calls of the source: *; ? = inconclusive; nt = no result given; & = joins results of further samples; [ ] = dose if it differs, or a comment. Calls come from the whole dose curve; as a rule, active = well fitted curve in the direction sought with a large enough effect; inconclusive = small, poorly fitted or top-dose-only effect, or another doubt; inactive = no such curve, though single readings can be large; an effect the other way counts as inactive or inconclusive. Potency is the fitted concentration of half-maximal effect. Not all compounds are listed; the hit share may differ from the screen's.

The line under a structure holds: G9a inh, POLI inh, JMJD2A Tudor, Pol eta inh, POLB inh, POLK inh, BLM helicase inh, BAZ2B block, APEX1 inh
- CCCCNC(=O)CNC(=O)c1nn(-c2ccc(OC)c(Cl)c2)c(=O)c2ccccc12
 : -1.7%, -19.8%, -8.7%, ?, 10.7%, -10.5%, -5.9%, ?, -15.3%
- O=C(/C=C/c1ccc(Cl)cc1)NC1CC2CCC1C2 (stereo not given)
 : -1.4%, -1.3%, -13.4%, -0.2%, 43.2%, -5.2%, -6.3%, -11.6%, -1.1%
- COc1ccc(C2C3=C(CC(C)(C)CC3=O)N(CCN3CCOCC3)C3=C2C(=O)CC(C)(C)C3)cc1
 : nt, 8.6%, -12.6%, -5.1%, -16.6%, -12.7%, 4.6%, 0.8%, 16.8%
- COc1ccc(C(=O)N2CCC(C(N)=O)CC2)cc1S(=O)(=O)N1CCCC1
 : 31.6%[12.7 µM], -10.5%, 2.7%, -4.3%, nt, 14.8%, nt, -0.6%, 8.0%
- O=C(NCCCN1CCN(c2ccccc2)CC1)c1ccc2nc(CCc3ccccc3)oc2c1
 : ?, 4.5%, ?, -25.0%, 17.5%, -4.8%[60.1 µM], -3.2%, -37.5%, nt
- CC(=O)c1ccc(S(=O)(=O)N2CCn3cccc3C2c2ccc(F)c(F)c2)cc1 (stereo not given)
 : ?, -7.4%, -19.2%, -19.1%, 3.7%, -12.4%[60.1 µM], -10.6%, -37.1%, nt
- C[C@@]12C(=O)N(Cc3ccco3)CC(=O)N1[C@H]1c3cc(Cl)ccc3OC[C@@H]1[C@@H]2c1ccccc1
 : nt, 14.6%, -29.3%, -14.0%, nt, -11.7%, nt, nt, -3.3%
- Cc1nc(NCCCn2ccnc2)c2oc3ccccc3c2n1
 : ?, -2.2%, -11.3%, -18.1%, 0.3%, -9.5%, 10.5%, ?, -6.8%
- COc1ccc(NS(=O)(=O)c2ccc(-c3cnc(C4CC4)o3)cc2)cc1OC
 : ?, 8.7%, -4.3%, -6.1%, -4.3%, 10.7%, -4.9%, ?, 15.9%
- c1cnc(SCCCOc2ccc3ccccc3c2)nc1
 : 213.7%[activator], 13.0%, 187.4%[activator], -15.3%, 4.2%, -7.2%, -5.0%, 185.2%[activator], -1.5%
- COCCNC(=O)C(C)OC(=O)C1=Cc2ccccc2OC1 (stereo not given)
 : nt, 10.7%, -9.4%, -6.6%, -28.5%, 0.4%, -2.3%, -0.1%, -0.7%
- O=C(CC1Nc2ccccc2NC1=O)NC1CCCCC1 (stereo not given)
 : 19.7%[59 µM], 9.9%, -6.2%, 4.8%, 0.3%, 0.5%, -4.9%, 5.9%, 1.3%
- COc1ccccc1N1CCN(C(=O)Cn2ncc3c(=O)oc4ccc(C)cc4c32)CC1
 : -9.7%[59 µM], 13.7%, -1.7%, -9.3%, 7.5%, -6.4%, -2.0%, -14.1%, nt
- O=C(NCCN1CCN(S(=O)(=O)c2ccc([N+](=O)[O-])cc2)CC1)C(=O)Nc1ccccc1
 : 1.5%, 124.8%[activator], 2.9%, -13.3%, -18.3%, -18.2%, -2.8%, -12.6%, 0.9%
- CCc1c(C)nc(SCC(=O)N2CCCCC2C)[nH]c1=O (stereo not given)
 : nt, 18.9%, -14.5%, -3.9%, 8.9%, -10.0%, -0.2%, 0.8%, 15.1%
- Cc1c(CCC(=O)O)c(=O)oc2cc(O)ccc12
 : 17.9%, 12.6%, -11.5%, 3.6%, 4.0%, -4.3%, 0.1%, -6.4%, -2.8%
- Cc1ccc(-n2ncc3c2CC(C)(C)CC3NC(=O)c2ccccn2)cc1 (stereo not given)
 : 3.1%, 31.3%, -30.1%, -21.4%, 18.1%, -4.1%, -8.1%, ?, 6.6%
- Cc1c(C(=O)NN)nc2ccccn12
 : 42.0%[activator][59 µM], 32.7%[activator], -15.9%, 1.2%, 57.8%, -7.8%, 5.5%, -4.1%, 11.6%
- Cc1ccc(C2(O)C(=O)c3ccccc3C2=O)c(O)c1C
 : nt, ?, -2.8%, -8.9%, 46.1%[activator], 1.9%, -3.1%, 1.6%, 3.0%
- COc1ccc(CN2CCC(=O)N([C@H](CO)Cc3ccccc3)CC2)cc1OC
 : nt, 26.5%&18.0%, -9.3%, -23.1%, 0.8%, 6.1%&-17.6%, -0.7%, 13.5%, 6.4%
- Cc1ccc(C)c(SCC(=O)NC(=O)NCc2ccccc2)c1
 : 13.3%[59 µM], 3.5%, -17.0%, -5.7%, -0.4%, -14.6%, -1.1%, 7.6%, -3.3%
- CCOC(=O)N1CCN(S(=O)(=O)c2ccc(C(=O)NNc3nc4ccc(Cl)cc4s3)cc2)CC1
 : 79.4µM*, -9.3%, -25.0%, -6.9%, -4.5%, -3.6%, -6.6%, -5.8%, 19.5%
- COCCn1c(C)cc(/C=C2\NC(=S)N(C)C2=O)c1C
 : 10µM*, 7.7%, -50.9%, -0.7%, 7.5%, -3.4%, 1.9%, 50.1µM*, 1.7%
- Cc1ccc(-c2noc(CN3CCN(c4ccccc4F)CC3)n2)cc1
 : -7.3%[59 µM], -17.9%, 23.4%, -11.9%, 0.7%, -17.5%, -3.5%, 34.6%, ?
- CC(=O)NC1CCN(CC(=O)Nc2cccc([N+](=O)[O-])c2)CC1
 : -3.4%, 17.5%, -3.2%, -9.9%, 51.9%, 10.7%, -0.5%, -4.0%, 14.7%
- CCCCNC(=S)N(C)/N=C/c1c(C)[nH]c2ccccc12
 : ?, 123.5%[activator], -19.9%, -19.4%, -0.2%, -7.5%, -2.9%, -5.7%, 1.9%
- Cc1ccc(N2Cc3ccccc3OC(C)C2=O)cc1 (stereo not given)
 : 13.3%, 27.3%, -0.7%, -16.9%, 17.1%, -9.8%, -5.8%, -2.9%, -1.5%
- Oc1ccc(-c2n[nH]c(=S)n2-c2ccc3c(c2)OCCO3)cc1
 : 0.708µM*, -3.8%, ?, 10.5%, 29.2%, -1.9%[60.1 µM], -5.1%, ?, -1.1%
- COc1ccccc1-n1nnnc1SCc1ccccc1
 : -5.9%, 6.8%, 53.4%[activator], -13.6%, -0.9%, -5.9%, -10.8%, 55.3%[activator], -4.2%
- O=c1cnc2cnc(N3CCNCC3)nc2n1C1CC1
 : 4.6%[0.501 µM], nt, nt, nt, nt, 0.3%[60.1 µM], 3.9%, nt, -3.2%
- Cc1cc(NC(=O)Nc2ccc(F)c(Cl)c2)no1
 : 7.7%[59 µM], 0.9%[58.9 µM], -9.9%, -12.2%, 1.3%, -3.4%, -2.7%, -0.5%, 0.5%
- Cc1c(NS(=O)(=O)c2cc(NC(=O)CCN3CCCC(C)C3)ccc2Cl)c(=O)n(-c2ccccc2)n1C (stereo not given)
 : -24.4%, 34.7%[activator], -27.1%, 0.7%, ?, -26.4%, -9.9%, -29.5%, -3.9%
- C(=N\Nc1ncnc2sc3c(c12)CCC3)/c1ccncc1
 : 5.1%[59 µM], 22.0%, -17.3%[57.1 µM], ?, 3.3%, -3.7%, 2.1%, -29.8%, -11.7%
- CNC(=O)c1ccc(-c2nc(-c3ccccc3)cs2)cc1
 : 3.5%, 31.3%[activator], -16.1%, -2.2%, -1.4%, -7.5%, 0.2%, -3.3%, -0.6%
- COc1ccc(-c2onc(C)c2C)cc1S(=O)(=O)NCCc1ccccc1
 : 5.0%[59 µM], -0.6%, -11.0%, -17.1%, 0.3%, -11.5%, -3.8%, -13.9%, nt
- O=C(Nc1nc(-c2ccccn2)cs1)c1ccccc1-n1cnnn1
 : 10µM*, ?, ?, -22.3%, 5.3%, 1.0%, -4.7%, 22.4µM*, 3.6%
- CCCN1CCN(S(=O)(=O)c2c(C)[nH]c(C)c2C(=O)N2CCCCC2)CC1
 : 0.2%[59 µM], 23.2%, -8.4%, -16.6%, 1.9%, 6.2%, -2.1%, -3.6%, 23.4%
- COc1ccc(S(=O)(=O)n2ccc(C(C)Oc3ccc(-c4ccccc4)c(F)c3)n2)cc1 (stereo not given)
 : 54.6%[activator][59 µM], -2.4%, 2.2%, -15.0%, -17.6%, 1.7%, -10.1%, 6.9%, 3.7%
- O=C(NCCSCc1ccco1)Nc1cc(Cl)cc(Cl)c1
 : -0.7%, ?, -3.5%, -2.6%, 0.7%, 0.0%, -8.2%, -0.5%, -5.5%
- O=C(c1ccc2c(c1)OCCO2)C1CCN(C(=O)c2ccc(F)cc2)CC1
 : -8.7%[12.7 µM], ?, -13.5%, -11.9%, -2.1%, -6.2%, 0.8%, 5.9%, -1.1%
- COc1ccc(OC)c(NC(=O)COC(=O)c2c3c(nc4ccccc24)CCCC3)c1
 : ?, 37.3%[activator], ?, -9.6%, -1.5%, -3.3%, -21.6%, ?, -2.0%
- Cc1cccc(C)c1OCCn1nc(C(=O)O)c2ccccc2c1=O
 : -36.4%[59 µM], -4.0%, -11.5%, -1.7%, 22.9%, -6.4%, -6.8%, 9.1%, 11.0%

Marked active in BAZ2B block (from the list above):
Compound	G9a inh	POLI inh	JMJD2A Tudor	Pol eta inh	POLK inh	BLM helicase inh	BAZ2B block	APEX1 inh
COCCn1c(C)cc(/C=C2\NC(=S)N(C)C2=O)c1C	10µM*	7.7%	-50.9%	-0.7%	-3.4%	1.9%	50.1µM*	1.7%
O=C(Nc1nc(-c2ccccn2)cs1)c1ccccc1-n1cnnn1	10µM*	?	?	-22.3%	1.0%	-4.7%	22.4µM*	3.6%

Gathered by group: those above containing a nitro group on carbon (2)
The line under a structure holds: G9a inh, POLI inh, JMJD2A Tudor, Pol eta inh, POLB inh, POLK inh, BLM helicase inh, BAZ2B block, APEX1 inh
- O=C(NCCN1CCN(S(=O)(=O)c2ccc([N+](=O)[O-])cc2)CC1)C(=O)Nc1ccccc1
 : 1.5%, 124.8%[activator], 2.9%, -13.3%, -18.3%, -18.2%, -2.8%, -12.6%, 0.9%
- CC(=O)NC1CCN(CC(=O)Nc2cccc([N+](=O)[O-])c2)CC1
 : -3.4%, 17.5%, -3.2%, -9.9%, 51.9%, 10.7%, -0.5%, -4.0%, 14.7%
